A-T KAP1 phos – qHTS Assay for Identifying a Potential Treatment of Ataxia-Telangiectasia; hit rate 0.19% among 320,000; Potency, µM (highest dose often 57.5 µM), for the others: at the top dose activation, usual class: activators; […] A-T fibroblasts, KAP-1 phosphorylation AlphaLISA; neocarzinostatin DNA damage 30 min before lysis; note: potency is the fitted concentration of half-maximal effect; % of control where 0% means no effect; nearly all actives have a fitted effect of over 45% in size
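hTERT-immortalized A-T patient fibroblasts ([…]), 500 cells/well in OPTI-MEM, 1% FBS, got compounds for 60 min, then NCS for 30 min at 37C. Lysates were then assayed for phospho-KAP-1 by AlphaLISA (anti-pKAP1 donor, anti-KAP1 acceptor beads), 6 hr at 25C.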
CXXC DNA block – qHTS Fluorescence Polarization Assay for Inhibitors of MLL CXXC domain - DNA interaction; Histone-lysine N-methyltransferase 2A (Homo sapiens), Q03164; MLL-CXXC / FITC-HOXA9 DNA fluorescence polarization; Potency, µM (top dose mostly 115 µM), for inactives: at the highest dose activity change, negative = inhibition, actives largely listed as inhibitors; hit rate 0.037% among 290,000; active = well fitted inhibition curve with a large enough effect in the polarisation, with a control signal flat, not every such curve was filed as active; inconclusive = small, poorly fitted or top-dose-only effect, or effect the other way, or a change in a side signal; inactive = no such curve, though single readings can be large or run the other way; the % refers to the polarisation; note: potency is the fitted concentration of half-maximal effect
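Steps: dispense CXXC domain solution (7 uM) → pin compounds or unlabeled HOX-A9 DNA control → 5 min ambient → add FLSN-HOX-A9 solution (50 nM) → spin → 30 min ambient → fluorescence polarization. Tris pH 7.5/NaCl/DTT/BSA buffer.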
Menin-MLL TR inh – qHTS Assay for Inhibitors Targeting the Menin-MLL Interaction in MLL Related Leukemias: Competition With Texas Red Labeled MLL-derived Mutant Peptide. O00255. Menin + Texas Red MLL mutant peptide, fluorescence polarization. Potency, µM (top dose mostly 61.6 µM), for inactives: at the top dose FP activity change, negative = inhibition, most hits filed as inhibitors. hit rate 0.23% among 270,000. AID 1768, 2009; active = well fitted inhibition curve with a large enough effect in the polarisation, with a control signal flat, not every such curve was filed as active; inconclusive = small, poorly fitted or top-dose-only effect, or effect the other way, or a change in a side signal; inactive = no such curve, though single readings can be large or run the other way; the % refers to the polarisation; note: potency is the fitted concentration of half-maximal effect; % of control where 0% means no effect; many of its hits are not listed in these tables
a7 integrin act – qHTS for Activators of Integrin-Mediated Alleviation for Muscular Dystrophy; alpha7betagal myoblasts, beta-gal FDG fluorescence, 48 h; Potency, µM (top dose mostly 38.3 µM), inactives show at the top dose activation, hits mostly activators; hit rate 0.064% among 350,000; AID 624291, 2012;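 note: potency is the fitted concentration of half-maximal effect; 100% = response of the positive control SU9516; nearly all actives have a fitted effect of over 60% in size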
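Alpha7betagal+/- myoblasts (passage 13) were plated 16-24 hr, then exposed to compounds (1:260 dilution of DMSO stock) for 48 hours at 37C. After MPER lysis, β-galactosidase reporter activity was read as FDG fluorescence (ex 480/em 540) after 30 minutes.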
TCR activator – Activators of T cell receptors: qHTS campaign | primary human leukocytes, anti-CD3, IL-2 HTRF, 48 h | Potency, µM (top dose mostly 9.22 µM), for inactives: at the top dose activation of IL-2 secretion, hits mostly activators | 330,000 tested, under 10 active | AID 504894, 2011; note: % of control where 0% means no effect
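Readout: HTRF IL-2, Eu-cryptate/d2 antibody pair, 320nm excitation, 665nm emission. Stimulus: a-CD3 beads, no co-stimulation. Cells: primary human leukocytes. Exposure: 48 hr with compound.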
TSG101-PTAP inh – qHTS Assay for Iinhibitors of HIV-1 Budding by Blocking the Interaction of PTAP/TSG101; Potency, µM (top dose mostly 115 µM), inactives show at the highest dose activity change, negative = inhibition, usual class: inhibitors; Fluorescence polarization, FITC-PTAP peptide / Tsg101 binding; 340,000 tested, under 10 active; active = well fitted inhibition curve with a large enough effect in the main read-out, with a control signal flat, not every such curve was filed as active; inconclusive = small, poorly fitted or top-dose-only effect, or effect the other way, or a change in a side signal; inactive = no such curve, though single readings can be large or run the other way; note: potency is the fitted concentration of half-maximal effect; % of control where 0% means no effect
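FP read-out: FITC-PTAP peptide, 50 nM final, binding Tsg101 binding domain, 10 uM final; 20 min, r.t.; 10 mM HEPES pH 7.5, 0.15 M NaCl, 0.01% Tween 20, 3 mM EDTA, 0.1 mM TCEP.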
MBNL1-CUG inh – qHTS Assay for Inhibitors of MBNL1-poly(CUG) RNA binding. Potency, µM (titrated, usually from 57.5 µM), without a hit: top-dose activity change, negative = inhibition, usual class: inhibitors. TR-FRET MBNL1-His/biotin-(CUG)12 binding, 665/545 ratio. hit rate 0.036% among 280,000. AID 2675, 2010; active = well fitted inhibition curve with a large enough effect in the signal ratio, with a control signal flat, not every such curve was filed as active; inconclusive = small, poorly fitted or top-dose-only effect, or effect the other way, or a change in a side signal; inactive = no such curve, though single readings can be large or run the other way; the % refers to the signal ratio; note: potency is the fitted concentration of half-maximal effect; % is set by controls: 0 for no effect and ±100 for the full control effect
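Compound titration spanned 92 nM–58 uM against the MBNL1-His/biotin-(CUG)12 complex. After 60 min at room temperature with 5 nM streptavidin-XL665 and 0.055 ng/ul terbium anti-His, ratiometric 665/545 nm emission (Ex 340 nm) normalized to controls.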
TSHR antag – Antagonists of the Thyroid Stimulating Hormone Receptor: HTS campaign | TSHR-expressing cells, TSH-stimulated cAMP HTRF, 2 h; hits give low values | hit rate 0.2% among 330,000 | Thyrotropin receptor (Homo sapiens), P16473 | activity change, negative = inhibition, % at 11.5 µM;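 active = activity change below a set negative limit, meaning inhibition stronger than a set level, cut at about -70% in these data; inconclusive = activity change between two set negative limits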; note: % is set by controls: 0 for no effect and ±100 for the full control effect
Target sequence (P16473 whole entry, looked up): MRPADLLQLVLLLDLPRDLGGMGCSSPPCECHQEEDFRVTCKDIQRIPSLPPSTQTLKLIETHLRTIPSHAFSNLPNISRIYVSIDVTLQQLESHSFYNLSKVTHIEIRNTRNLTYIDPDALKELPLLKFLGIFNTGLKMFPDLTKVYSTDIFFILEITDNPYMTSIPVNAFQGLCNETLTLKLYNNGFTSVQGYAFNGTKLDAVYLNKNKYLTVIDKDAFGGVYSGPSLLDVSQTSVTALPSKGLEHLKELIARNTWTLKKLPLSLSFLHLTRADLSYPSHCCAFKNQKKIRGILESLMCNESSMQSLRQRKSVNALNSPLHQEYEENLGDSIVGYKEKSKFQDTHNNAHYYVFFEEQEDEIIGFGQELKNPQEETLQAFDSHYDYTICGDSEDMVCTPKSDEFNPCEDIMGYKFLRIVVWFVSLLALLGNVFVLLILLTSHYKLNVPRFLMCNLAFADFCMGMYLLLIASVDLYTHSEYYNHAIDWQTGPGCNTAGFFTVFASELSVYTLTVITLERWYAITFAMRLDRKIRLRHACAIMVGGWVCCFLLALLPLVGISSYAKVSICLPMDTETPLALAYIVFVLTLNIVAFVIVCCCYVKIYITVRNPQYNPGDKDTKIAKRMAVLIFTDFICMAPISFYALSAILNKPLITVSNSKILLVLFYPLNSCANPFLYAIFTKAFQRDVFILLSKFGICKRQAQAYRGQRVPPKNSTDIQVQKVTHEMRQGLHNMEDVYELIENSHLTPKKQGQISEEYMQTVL
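Freshly harvested TSHR cells receive pin-tooled compound, then EC80 TSH at 4nM final. After 2 hours at 37 deg C, antibody in lysis buffer and cAMP-d2 are added; 30 minutes at ambient temperature precede the HTRF read.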
Mito fusion yeast – qHTS Assay for Small Molecule Inhibitors of Mitochondrial Division or Activators of Mitochondrial Fusion | hit rate 0.23% among 320,000 | AID 485298, 2010 | S. cerevisiae fusion-defective mutant growth rescue, CellTiterGlo 48 h | Potency, µM (top dose mostly 46.1 µM), for inactives: at the top dose growth rescue (activation), hits mostly activators;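 note: potency is the fitted concentration of half-maximal effect; % of control where 0% means no effect; nearly all actives have a fitted effect of over 45% in size; temperature-sensitive fusion mutants such as fzo1-1 at 37 °C on non-fermentable ethanol glycerol medium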
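S. cerevisiae fusion-defective temperature-sensitive mutants (e.g. fzo1-1, mgm1-5) grown 48 h at 37C in YPEG (ethanol/glycerol non-fermentable) medium with 23 nl compound per well; growth rescue read as CellTiterGlo luminescence.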
ASM inhibitor – Inhibitors of Secretory Acid Sphingomyelinase (S-ASM): qHTS | placental ASM, HMU-PC fluorogenic substrate, 60 min | Potency, µM (top dose mostly 57.5 µM), without a hit: at the highest dose activity change, negative = inhibition, hits mostly inhibitors | hit rate 0.006% among 340,000; note: potency is the fitted concentration of half-maximal effect
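Steps: dispense placental human ASM, pin compound, wait 10 min at room temperature, add HMU-PC0 substrate at 9 uM final, incubate 60 min at 37 °C, add stop solution raising pH to 10, read fluorescence.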
Numbers without * were called inactive; u = inconclusive; x = no result given; [ ] = dose if it differs, or a comment. Unless noted, calls come from the whole dose curve; as a rule, active = well fitted curve in the direction sought with a large enough effect; inconclusive = small, poorly fitted or top-dose-only effect, or another doubt; inactive = no such curve, though single readings can be large; an effect the other way counts as inactive or inconclusive.

Below each compound: A-T KAP1 phos	CXXC DNA block	Menin-MLL TR inh	a7 integrin act	TCR activator	TSG101-PTAP inh	MBNL1-CUG inh	TSHR antag	Mito fusion yeast	ASM inhibitor
COc1ccc(-c2c(C)c3cc(O)ccc3oc2=O)cc1OC
  -5%	2%	5%	-38%	-2%	-1%	u	17	-9%	-16%
Cc1nnc(SCC(=O)N2CCOCC2)n1C
  -4%	6%	-4%	20%	-19%	3%	3%	-1	1%	-1%
COc1ccc(S(=O)(=O)N2CCOCC2)cc1NC(=O)Cc1coc2cc(C)c(C)cc12
  -1%	3%	x	-28%	5%	0%	-2%	5	-1%	0%
COc1ccc(Cn2nnnc2CN2CCN(c3ccc(OC)cc3)CC2)cc1
  4%	4%	-4%	10%	2%	-6%	0%	-3	-12%	-8%
Cc1ccc(S(=O)(=O)/N=C(\CN2CCOCC2)N2CCOCC2)cc1
  3%	-2%	-1%	9%	-1%	-5%	-6%	-13	0%	0%
CCOc1cc(/C=N/O)cc(Br)c1OCC
  x	8%	2%	9%	-6%[46.1 µM]	-7%	27%	-10	-22%	0%
O=C(Nc1cc(S(=O)(=O)N2CCCCC2)ccc1N1CCOCC1)c1ccc(F)cc1
  -1%	x	x	6%	4%	1%	x	-10	7%	-3%
COCCNC(=O)CSc1n[nH]c(=O)n1CCc1ccccc1
  18µM*	-14%	6%	-11%	-2%	-3%	-6%	14	-9%	0%
CCOc1ccc(S(=O)(=O)Nc2nc3ccc(OC)cc3s2)cc1
  6%	16%	u	-6%	2%	-1%	-3%	1	-2%	1%
CCCSc1cc(NCCOC(=O)CCC)c([N+](=O)[O-])c2nonc12
  -5%	5%	-7%	-43%	0%[46.1 µM]	-8%	u	-20	u	-19%
CCN(CC)S(=O)(=O)c1ccc(-n2cnnn2)c(C)c1
  x	-5%	6%	16%	-4%	-5%	14%	1	-2%	4%
O=C(COC(=O)C1CCN(c2ccc(C(F)(F)F)cn2)CC1)c1ccccc1
  8%	x	x	-23%	-2%	-7%	x	2	0%	-2%
O=C(Oc1ccc(C(=S)N2CCOCC2)cc1)c1ccccc1F
  0%	116%[activator]	-26%	43%	-7%	-6%	-5%	2	1%	3%
Cc1ccc(-c2cc3ncc(C#N)c(N)n3n2)cc1
  2%	7%	29%	u	0%	-8%	60%[activator]	31	2%	5%
Cc1cc2c(cc1S(=O)(=O)CCC(=O)NC1CCCCC1C)OCC(=O)N2 (stereo not drawn)
  -20%	x	-6%	7%	4%	1%	-1%	11	-2%	2%
CNC(=O)CO/N=C/c1ccc(N(C)C)cc1
  -6%	20%	7%	-9%	2%	-3%	5%	-11	4%	3%
O=C(N/N=C/c1cc2c(cc1Cl)OCO2)c1ccncc1
  3%	2%	-3%	15%	1%[46.1 µM]	-1%	u	-5	-17%	3%
O=C(NCCc1ccccc1)C1CCC(CNc2c(N3CCCCC3)c(=O)c2=O)CC1 (stereo not drawn)
  0%	16%	-1%	-3%	-8%	0%	-3%	18	6%	0%
O=C1c2ccccc2C(=O)C1C(=O)C1CC1
  x	x	x	-30%	4%	-2%	x	x	x	-3%
COc1ccc(F)cc1C(=O)C1CCCN(C(=O)Cc2c(C)noc2C)C1 (stereo not drawn)
  0%	-2%	5%	0%	0%	-4%	-25%	1	2%	2%
CCC(CC)n1[nH]c(=O)cc1N
  1%	-4%	1%	7%	0%[46.1 µM]	-4%	u	7	-3%	4%
CCn1c(SCC(=O)Nc2cccc(C)c2)nc2c(c1=O)SC(C)C2 (stereo not drawn)
  4%	13%	-6%	-15%	4%[46.1 µM]	-7%	0%	35	2%	-1%
O=C(NC1CCCCCC1)C1C2C=CC3(CN(Cc4cccnc4)C(=O)C13)O2 (stereo not drawn)
  21%	7%	4%[11.7 µM]	-7%	8%	1%	-12%	4	-1%	2%
CCN(CC)C(=O)[C@H]1CC(CC(=O)NCC23CC4CC(CC(C4)C2)C3)C(=O)N2CCc3c([nH]c4ccccc34)[C@]12C (stereo partly drawn)
  9%	x	x	9%	-5%	-2%	x	5	x	-9%
CCC1c2ccc(C)n2CCN1C(=O)Nc1ccccc1OC (stereo not drawn)
  -3%	2%	u	14%	-8%[46.1 µM]	-6%	18%	12	1%	17%
CCOC(=O)N1CCN(C(=O)CCN2C(=O)COc3ccc(C)cc32)CC1
  -8%	6%	9%	-1%	0%	0%	-6%	0	-4%	7%
CCCCc1ccc(-c2ccc(Br)cc2)nc1
  x	-3%	-5%	2%	2%[46.1 µM]	-8%	u	-14	0%	3%
COc1cc(OC)cc(OCC(O)Cn2ccnc2)c1 (stereo not drawn)
  0%	5%	0%	-14%	2%	-3%	-16%	4	1%	1%
O=C(NN=C1CCCC1)c1ccc(Cl)cc1
  17%	8%	-7%	9%	4%	-1%	-9%	14	3%	4%
CCC1=NN2C(=N)/C(=C\c3ccc(OCCOc4ccccc4OC)cc3)C(=O)N=C2S1
  -2%	u	u	-3%	x	-2%	-1%	-17	1%	-7%
O=C(Cn1cc([N+](=O)[O-])cn1)NCCc1nc2ccccc2[nH]1
  2%	-7%	11%	-19%	-2%	-1%	3%	0	12%	-1%
COc1ccccc1CCNC(=O)C(=O)NCC1OCCN1S(=O)(=O)c1ccc(F)cc1 (stereo not drawn)
  5%	-3%	10%	-8%	3%	1%	-2%	-2	3%	1%
CC12CCCCC1c1ccccc1C(=NCC(=O)O)N2 (stereo not drawn)
  -5%	4%	-3%	u	3%	-2%	-1%	2	-1%	2%
COc1ccc(CNC(=O)C2CCC(CNS(=O)(=O)c3ccccc3)CC2)cc1 (stereo not drawn)
  -1%	-3%	-16%	10%	2%	-6%	-6%	2	-1%	5%
CCOC(=O)CNC(=S)N(Cc1cccs1)C1CCCCC1
  0%	-2%	-1%	-8%	0%	-5%	x	-37	1%	2%
O=C(c1ccccc1)n1ccc(-c2cccs2)n1
  -8%	93%[activator]	x	5%	2%	-3%	-2%	2	0%	-3%
C/C(CC(=O)Nc1ccccn1)=N\NC(=O)c1ccccc1
  5%	10%	14%	x	-6%[46.1 µM]	x	4%	-6	-4%	x

At a glance, part of the list above:
Below each compound: A-T KAP1 phos	CXXC DNA block	Menin-MLL TR inh	a7 integrin act	TCR activator	TSG101-PTAP inh	MBNL1-CUG inh	TSHR antag	Mito fusion yeast	ASM inhibitor
CCC(CC)n1[nH]c(=O)cc1N
  1%	-4%	1%	7%	0%[46.1 µM]	-4%	u	7	-3%	4%
CCn1c(SCC(=O)Nc2cccc(C)c2)nc2c(c1=O)SC(C)C2 (stereo not drawn)
  4%	13%	-6%	-15%	4%[46.1 µM]	-7%	0%	35	2%	-1%
O=C(NC1CCCCCC1)C1C2C=CC3(CN(Cc4cccnc4)C(=O)C13)O2 (stereo not drawn)
  21%	7%	4%[11.7 µM]	-7%	8%	1%	-12%	4	-1%	2%

Screening results from PubChem BioAssay.

This is a subset, so the mix of outcomes need not match the whole.
